# PvdQ acylase: blocks Pseudomonas aeruginosa PvdQ acylase activity | inhibition, % at 10 µM | purified PvdQ acylase, fluorescence plate reader | 340,000 tested, 0.063% active | AID 488965; in the data active means inhibition above about 30%, passing the limit was not always enough; inconclusive means no clear call, values can overlap the other calls;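 further: 0% = vehicle neutral wells and 100% = reference inhibitor wells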
# Arr AP2 block: inhibitors of human beta-arrestin and AP2 interaction; FITC-arrestin peptide / GST-AP2 beads, flow cytometry; AP2 beta2 appendage carries R879A mutation; inhibition, % at 10 µM; 340,000 tested, 0.31% active; AID 504490;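 active means inhibition above a set limit, near 3 SD of compounds lacking own fluorescence, cut at about 54% in these data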;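 further: plate controls were DMSO wells for no effect and 5 µM unlabelled arrestin peptide for full effect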
#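 System: GST-AP2 R879A glutathione beads | Also added: FITC-arrestin peptide, 50 nM | Times: 12 min plus 1 h, RT | Signal: Bead flow cytometry, FITC channel | Buffer or medium: PBS with 0.05% Tween 20 and 0.1% BSA | Read-out basis: Percent drop in bead-associated FITC signal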
# RTF Ca sens inh: cardiac RTF calcium desensitization | IANBD-labeled cardiac RTF, Ca2+ fluorescence | inhibition, % at 7.15 µM | 340,000 tested, 0.12% active;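 active means inhibition above the mean inhibition of all tested compounds plus 3 SD, cut at about 17% in these data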;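 further: assay run at fixed EC70 calcium of 1.6 mM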
# SR-BI DiI-HDL act: enhances SR-BI lipid uptake from DiI-HDL | AID 504775 | activation, % at 12.5 µM | 320,000 tested, 0.096% active | CHO ldlA[mSR-BI] cells, DiI-HDL uptake fluorescence, 3 h; 100 = double the neutral-control signal;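 active means mean replicate activation of at least 60% and every replicate at or above 60%; inconclusive means mean or all-replicate condition met, but not both; inactive means mean below 60% and not all replicates reaching 60%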;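 further: 0% = median plate neutral-control signal and 100% = twice that signal; values of inactives mirror those of a sister screen read the other way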
#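 System: LDL receptor-deficient CHO ldlA cells overexpressing murine SR-BI | Timing: 3 h uptake period with compound, 37 °C | Medium: HEPES-buffered (25 mM, pH 7.4) F12 plus 0.5% BSA | Dosing: Single-point compound dose | Signal: Bottom-read fluorescence, 550/595 nm | Read-out: Retained DiI signal reflecting DiI-HDL uptake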
# DAGLB inhibitor: diacylglycerol lipase beta (human) inhibition | Q8NCG7 | HEK293T DAGLB membrane lysate, EnzChek fluorogenic substrate | inhibition, % at 5.17 µM | 340,000 tested, 0.059% active | AID 504411; in the data active means inhibition above about 34%;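 further: 0% = enzyme with vehicle and 100% = wells lacking enzyme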
# PKA-R2B activ: activators of human PKA-R2B complex; P22694+P31323; PKA-R2B holoenzyme dissociation, Cy5-IP20 fluorescence polarization; R2B truncated from residue 108, S112A mutant; 0% DMSO only, 100% 113 µM cGMP; activation, % at 11.4 µM; 340,000 tested, 0.079% active; AID 504700;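 active means activation above a cutoff set at the mean over all compounds plus 3 SD, cut at about 18% in these data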;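 further: higher means more holoenzyme dissociation and a rise in polarization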
# C-LANA FP: blocks KSHV LANA C-terminal domain binding to DNA. inhibition, % at 9 µM. 340,000 tested, 0.078% active. MBP-C-LANA/FAM-LBS DNA binding, fluorescence polarization;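 active means highest replicate inhibition at or above 60% at 9 µM, even if other replicates fall short; inactive means all replicates below 60% inhibition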;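 further: 0% = neutral control wells and 100% = 4 µM acridine orange control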
# Keap1 Nrf2 FP: inhibitors of human Keap1-Nrf2 protein-protein interaction; Q14145; 340,000 tested, 0.15% active; inhibition, % at 9.4 µM; Keap1 Kelch-Nrf2 peptide fluorescence polarization, 1536-well; in the data active means inhibition above about 12%; inconclusive means no clear call, values can overlap the other calls; inactive means below about 7.3%;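 further: human Keap1 Kelch domain with fluorescein labeled Nrf2 9mer peptide probe; 0% = neutral control wells and 100% = peptide positive control; higher means more block of Keap1 binding to Nrf2 peptide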
# Target sequence (Q14145 whole entry, looked up, the tested form may be a part): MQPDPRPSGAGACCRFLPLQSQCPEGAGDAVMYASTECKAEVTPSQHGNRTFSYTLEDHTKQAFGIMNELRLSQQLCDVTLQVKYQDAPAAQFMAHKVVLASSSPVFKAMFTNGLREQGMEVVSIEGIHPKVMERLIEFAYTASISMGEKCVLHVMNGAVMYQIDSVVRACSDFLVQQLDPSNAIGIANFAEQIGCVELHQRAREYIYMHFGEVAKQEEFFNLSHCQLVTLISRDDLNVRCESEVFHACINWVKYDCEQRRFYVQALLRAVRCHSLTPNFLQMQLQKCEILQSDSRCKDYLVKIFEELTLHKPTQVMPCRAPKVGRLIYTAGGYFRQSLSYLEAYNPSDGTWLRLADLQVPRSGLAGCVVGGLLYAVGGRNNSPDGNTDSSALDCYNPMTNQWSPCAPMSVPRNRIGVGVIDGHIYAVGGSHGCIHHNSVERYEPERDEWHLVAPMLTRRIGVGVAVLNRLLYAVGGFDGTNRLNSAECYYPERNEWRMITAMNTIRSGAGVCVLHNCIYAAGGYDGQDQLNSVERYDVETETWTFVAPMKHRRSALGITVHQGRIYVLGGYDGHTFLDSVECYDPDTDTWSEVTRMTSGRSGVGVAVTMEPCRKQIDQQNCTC
# NSD2 inh: blocks human histone methyltransferase NSD2; 310,000 tested, 0.54% active; O96028; inhibition, % at 12.5 µM; NSD2 peptide methylation, AlphaScreen, 120 min; in the data active means inhibition above about 50%
# SR-BI HDL uptake: blocks mouse SR-BI lipid uptake from DiI-HDL; Q61009; ldlA[mSR-BI] CHO cells, DiI-HDL uptake fluorescence, 3 h; inhibition, % at 12.5 µM; 320,000 tested, 0.96% active; AID 488896;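 active means mean replicate inhibition of at least 70% and a set share of replicates each scoring 70 or more; inconclusive means meets just one of the two criteria; inactive means fails both criteria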;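 further: 0% = median of neutral control wells and 100% = median of positive control wells; values of inactives mirror those of a sister screen read the other way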
# Target sequence (Q61009 whole entry, looked up): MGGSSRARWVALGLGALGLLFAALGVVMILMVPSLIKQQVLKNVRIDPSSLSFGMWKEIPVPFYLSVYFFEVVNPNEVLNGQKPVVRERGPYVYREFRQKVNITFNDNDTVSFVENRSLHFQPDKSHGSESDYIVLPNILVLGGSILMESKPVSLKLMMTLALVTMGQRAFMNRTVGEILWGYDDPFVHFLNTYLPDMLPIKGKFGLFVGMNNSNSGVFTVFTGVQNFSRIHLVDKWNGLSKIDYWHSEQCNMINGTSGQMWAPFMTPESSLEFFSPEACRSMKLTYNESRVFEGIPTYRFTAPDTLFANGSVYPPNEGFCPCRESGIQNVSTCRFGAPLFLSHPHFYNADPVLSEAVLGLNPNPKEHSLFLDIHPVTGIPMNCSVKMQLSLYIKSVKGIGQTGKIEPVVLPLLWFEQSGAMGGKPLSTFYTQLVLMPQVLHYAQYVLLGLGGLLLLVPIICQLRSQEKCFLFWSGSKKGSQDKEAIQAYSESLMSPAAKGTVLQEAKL
# The depositor's hits bear a star; ? = inconclusive; nt = not tested or not shown. Outcome played no part in choosing rows; about 2.1% have a hit in one of these screens.
# The first 11 entries, ahead of the listing:
# Values in the order: PvdQ acylase	Arr AP2 block	RTF Ca sens inh	SR-BI DiI-HDL act	DAGLB inhibitor	PKA-R2B activ	C-LANA FP	Keap1 Nrf2 FP	NSD2 inh	SR-BI HDL uptake
CCc1ccc(OC(C)C(=O)Nc2ccc(S(=O)(=O)Nc3cc(C)on3)cc2)cc1 (configuration not stated)
 : -12	4	-6	nt	4	1	0.1	4	nt	nt
COc1ccc(-c2cc(=O)oc3cc(OC(C)C(=O)NC4CC4)ccc23)cc1 (configuration not stated)
 : -14	-1	-4	-25	-1	5	2.4	-1	nt	25
COc1ccc(C(=O)N/N=c2\oc3ccccc3cc2C(=O)NCc2ccccc2)cc1
 : -17	6	1	-19	-1	-1	-0.3	-4	1	19
CC(C)c1ccc(NC(=O)COC(=O)[C@H](CCC(N)=O)NC(=O)c2ccc(F)cc2)cc1
 : -13	-2	6	-29	-1	-5	-0.1	-4	0	29
C/C(=C\C(=O)c1ccc(C)o1)Nc1ccc2c(c1)OCO2
 : 8	11	-6	-20	2	7	-0.1	11	11	20
O=C1CC2(CCN(C(=O)c3c(F)cccc3F)CC2)Oc2ccccc21
 : -2	-3	4	3	0	-5	-0.5	-3	-1	-3
CCS(=O)(=O)N1Cc2ccccc2CC1C(=O)NCCc1c[nH]c2ccccc12 (configuration not stated)
 : -6	0	0	nt	1	-10	0.7	0	-3	nt
O=C(c1ccco1)N1CCc2ccccc21
 : -4	3	-9	37	1	-2	-1.1	-4	1	-37
CC(=O)Nc1ccc(NC(=O)c2ccccc2CC[N+](=O)[O-])cc1
 : -12	-1	-2	-8	0	-12	-0.6	-1	nt	8
CCOc1cc(N2CCOCC2)c(OCC)cc1NC(=O)CC12CC3CC(CC(C3)C1)C2
 : -16	-3	-8	9	-6	2	-2.2	-5	15	-9
COc1cccc(C2/C(=C(/O)c3ccc4c(c3)CC(C)O4)C(=O)C(=O)N2c2nnc(C)s2)c1 (configuration not stated)
 : -11	15	-3	14	3	-3	-1.0	-8	nt	-14

# The whole of this part, from the start:
# Values in the order: PvdQ acylase	Arr AP2 block	RTF Ca sens inh	SR-BI DiI-HDL act	DAGLB inhibitor	PKA-R2B activ	C-LANA FP	Keap1 Nrf2 FP	NSD2 inh	SR-BI HDL uptake
CCc1ccc(OC(C)C(=O)Nc2ccc(S(=O)(=O)Nc3cc(C)on3)cc2)cc1 (configuration not stated)
 : -12	4	-6	nt	4	1	0.1	4	nt	nt
COc1ccc(-c2cc(=O)oc3cc(OC(C)C(=O)NC4CC4)ccc23)cc1 (configuration not stated)
 : -14	-1	-4	-25	-1	5	2.4	-1	nt	25
COc1ccc(C(=O)N/N=c2\oc3ccccc3cc2C(=O)NCc2ccccc2)cc1
 : -17	6	1	-19	-1	-1	-0.3	-4	1	19
CC(C)c1ccc(NC(=O)COC(=O)[C@H](CCC(N)=O)NC(=O)c2ccc(F)cc2)cc1
 : -13	-2	6	-29	-1	-5	-0.1	-4	0	29
C/C(=C\C(=O)c1ccc(C)o1)Nc1ccc2c(c1)OCO2
 : 8	11	-6	-20	2	7	-0.1	11	11	20
O=C1CC2(CCN(C(=O)c3c(F)cccc3F)CC2)Oc2ccccc21
 : -2	-3	4	3	0	-5	-0.5	-3	-1	-3
CCS(=O)(=O)N1Cc2ccccc2CC1C(=O)NCCc1c[nH]c2ccccc12 (configuration not stated)
 : -6	0	0	nt	1	-10	0.7	0	-3	nt
O=C(c1ccco1)N1CCc2ccccc21
 : -4	3	-9	37	1	-2	-1.1	-4	1	-37
CC(=O)Nc1ccc(NC(=O)c2ccccc2CC[N+](=O)[O-])cc1
 : -12	-1	-2	-8	0	-12	-0.6	-1	nt	8
CCOc1cc(N2CCOCC2)c(OCC)cc1NC(=O)CC12CC3CC(CC(C3)C1)C2
 : -16	-3	-8	9	-6	2	-2.2	-5	15	-9
COc1cccc(C2/C(=C(/O)c3ccc4c(c3)CC(C)O4)C(=O)C(=O)N2c2nnc(C)s2)c1 (configuration not stated)
 : -11	15	-3	14	3	-3	-1.0	-8	nt	-14
COc1cc(C2C(C#N)=C(N)OC3=C2C(=O)CCC3)ccc1OC(=O)N1CCOCC1 (configuration not stated)
 : -9	9	-10	3	-4	7	0.6	5	-1	-3
COCCN(C(=S)Nc1cc(C)ccc1C)C(C)c1cccnc1 (configuration not stated)
 : 2	nt	-9	29	-1	1	-0.3	-2	0	-29
CC(=O)NC(c1ccc2ccccc2c1)c1ccc2cccnc2c1O (configuration not stated)
 : -9	30	-1	21	9	0	-1.2	-2	2	-21
CC(C)(CO)NCc1c(OCc2ccc(Cl)cc2)ccc2ccccc12
 : 1	12	0	-15	-2	-3	-4.3	-7	35	15
CC(C)(C)c1ccc(C(=O)N2CCN(CCNC(=O)C(=O)NCc3ccc(Cl)cc3)CC2)cc1
 : 2	3	-6	-55	1	1	1.0	1	nt	55
COC(=O)CC1SC(=O)NC1=Nc1ccc(O)cc1 (configuration not stated)
 : -4	6	0	19	3	-14	3.2	2	-8	-19
CC/C(=N/Nc1ccccc1C)c1cnnc(SC)n1
 : 6	1	8	3	-2	0	0.9	1	28	-3
CCN(CCNC(=O)C1CCCN(c2ncnc3c2nc2n3CCCCC2)C1)Cc1ccccc1 (configuration not stated)
 : -5	6	2	0	0	3	-0.3	-3	7	0
N#CC1=C(c2ccc(-c3ccccc3)cc2)COC1=O
 : 22	37	5	-7	1	-4	-0.1	-2	-1	7
COc1cc(CCC(=O)OCC(N)=O)cc(OC)c1OC
 : 0	0	-7	13	1	10	1.0	-2	-5	-13
CCCn1c(O)c(N=N)c2ccccc21
 : -4	-29	1	-7	-4	-3	1.0	2	3	7
COc1ccccc1NC(=O)C1CC(O)CN1C(=O)Oc1ccccc1 (configuration not stated)
 : -17	8	-6	nt	-3	4	-1.9	-5	2	nt
CCCCc1ccc(NC(=O)CSC2=C(C#N)C(c3ccco3)C3=C(CCCC3=O)N2)cc1 (configuration not stated)
 : -6	-1	-8	-43	-13	-8	-0.3	5	0	43
CCOC(=O)c1c(NC(=O)CSc2nccc(=O)[nH]2)sc(C)c1C
 : 13	0	1	13	6	-11	1.3	0	1	-13
COCc1c(C#N)c(NCc2cc(OC)c(OC)c(OC)c2)nc(C)c1[N+](=O)[O-]
 : -4	-17	-8	-71	-7	-1	-0.8	-1	3	?
CC(C)(C)NC(=O)c1cc(C(C)(C)C)c(O)c(C(C)(C)C)c1
 : -5	6	4	5	-9	4	-0.6	-1	1	-5
CCO[C@H]1OC(C(=O)N2CCN(C)CC2)=C[C@@H](c2ccc3c(c2)OCO3)[C@@H]1CCCO
 : 5	13	3	15	-3	-3	1.2	2	nt	-15
COc1cccc(CN2CCN(Cc3cccc(Oc4ccccc4)c3)CC2)c1OC
 : 10	11	-2	7	-8	4	-0.3	-1	2	-7
COc1ccccc1NC(=O)c1oc2ccccc2c1NC(=O)c1ccco1
 : -1	6	4	-57	-2	2	-0.2	-2	4	57

# Single entries from the list:
# In DAGLB inhibitor, COc1cccc(CN2CCN(Cc3cccc(Oc4ccccc4)c3)CC2)c1OC is listed with -8
# In C-LANA FP, COc1cc(CCC(=O)OCC(N)=O)cc(OC)c1OC is listed with 1.0

# (further entries)
# Values in the order: PvdQ acylase	Arr AP2 block	RTF Ca sens inh	SR-BI DiI-HDL act	DAGLB inhibitor	PKA-R2B activ	C-LANA FP	Keap1 Nrf2 FP	NSD2 inh	SR-BI HDL uptake
O=S(=O)(N1CCOCC1)N1CCOCC1
 : -14	5	-5	11	1	-9	0.1	-7	-2	-11
Cc1ccc(NC(=O)CN2C(=O)N/C(=C\c3ccco3)C2=O)cc1
 : -2	2	6	3	2	0	2.3	-9	nt	-3
CCOc1ccc(CCNC(=O)Nc2ccccc2C)cc1OCC
 : 1	24	-3	-12	-5	2	-0.5	-2	-2	12
COCC(=O)Nc1nc(-c2ccc(-c3ccccc3)cc2)cs1
 : -4	34	4	-21	-5	-4	0.1	1	-3	21
CCOc1cc(CN2CCCC(N3CCN(c4ccc(F)cc4)CC3)C2)ccc1OC (configuration not stated)
 : -10	42	-11	15	3	6	-4.8	1	6	-15
Cc1onc(-c2ccccc2Cl)c1C(=O)Nc1ccc2c(c1)OCO2
 : -10	7	1	nt	-3	8	-1.0	-3	0	24
NS(=O)(=O)c1cccc(NC(=O)COC(=O)CCC2CCCC2)c1
 : -12	4	-6	9	0	3	1.1	1	1	-9
CCN(CC)CCNC(=O)C1c2cc(OC)c(OC)cc2C(=O)N2CCc3ccccc3C12 (configuration not stated)
 : -15	-11	3	22	-1	-9	-3.3	-4	nt	-22
COc1ccc(CN2C(=O)c3ccccc3C(/C=N\OCc3ccc(F)cc3)C2=O)cc1 (configuration not stated)
 : -4	18	-9	-39	-3	-9	-1.2	1	1	39
O=C(CN1CCN(c2ccccc2)CC1)Nc1cccc(C(F)(F)F)c1
 : -14	3	-13	2	-9	0	0.8	-4	-6	-2
O=C(CCn1c(=O)[nH]c2ccccc2c1=O)N1CCN(c2ccc(Cl)cc2)CC1
 : -11	-9	7	1	0	3	1.6	0	nt	-1
O=C(N/N=C/c1cccc(O)c1)c1ccc(COc2ccc3c(c2)CCC3)o1
 : -9	1	-7	-17	-3	-15	1.7	-2	3	17
COc1ccccc1-n1c(CNC(=O)c2cccs2)n[nH]c1=S
 : -4	5	-24	-1	-2	0	-0.4	3	-1	1
CSc1nc2ccc(NS(=O)(=O)c3c(Cl)cccc3Cl)cc2s1
 : 0	8	12	14	0	1	0.7	-2	4	-14
O=C(c1ccc(-c2ccccc2)cc1)N1CCCC1
 : -5	-4	-6	-43	-7	0	0.8	3	0	43
Cc1ccc([N+](=O)[O-])cc1NC(=O)C1CCN(S(C)(=O)=O)CC1
 : -6	-2	-2	-5	0	-3	2.3	1	1	5
O=C(O)C1Nc2ccc(Br)cc2C2C=CCC12 (configuration not stated)
 : 0	45	60*	1	12	9	69*	7	nt	-1
COc1ccc(NC(=O)c2ccc(NC(=O)c3cccs3)cc2)cc1
 : -5	2	2	-19	1	-6	2.3	0	-2	19
COc1ccccc1N1Cc2ccccc2C1
 : -14	-1	4	15	7	3	2.4	5	nt	-15
N/C(=N\OC(=O)CCCOc1ccccc1)c1ccc([N+](=O)[O-])cc1
 : -16	-3	-4	0	-2	-14	0.3	-3	-1	0
COc1ccc(-c2cc(C(=O)Nc3c(Cl)cc(Cl)cc3Cl)c3ccccc3n2)cc1OC
 : -25	2	-6	-47	0	2	-1.3	-7	-2	47
COc1ccc(-c2noc(CSc3ccccc3)n2)cc1OC
 : -6	-17	2	-42	-8	-4	0.9	3	-2	42

# Screening data: PubChem, several laboratories
